Screening data: PubChem, several laboratories
Autophagy mod: alters autophagy in cells | MEF GFP-LC3 puncta imaging; test concentration mostly 10 µM | calls only at 10 µM (by protocol) | 190,000 compounds, 0.98% hits;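 active = percentage of spot-positive cells more than 3 SD above its plate mean, without a fluorescence outlier flag or 80% toxicity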;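 also: spot-positive cell cutoff set from DMSO-treated cells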
b-catenin transl: beta-catenin nuclear translocation modulation; nuclear translocation activity, % at 5 µM; HeLa beta-catenin nuclear translocation, immunofluorescence imaging; AID 1665; 190,000 compounds, 0.3% hits;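 active = nuclear translocation activity above 50% at 5 µM, with a well cell count of 50 or more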;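 also: per-cell ratio of nuclear to cytoplasmic median beta-catenin stain intensity; plate controls were DMSO negative control for no effect and GSK-3 inhibitor IX positive control for full effect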
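Test system: human HeLa cells, endogenous beta-catenin. Times: 24 h compound exposure, 37°C. Measured by: beta-catenin immunofluorescence imaging with DAPI.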
WT yeast gro inh: growth inhibition of WT yeast, mitochondrial fusion screen; mitochondrial fusion phenotypic screen, WT strain; inhibition, % at 10 µM; 190,000 compounds, 2.1% hits; AID 1362; in the data active = inhibition above about 58%; tested in S. cerevisiae
Insulin prom up: MIN6 insulin promoter up-regulation. MIN6 insulin promoter-GFP reporter, high-content imaging; hits give high values. z-score at 5 µM. 190,000 compounds, 0.3% hits;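 active = z-score above 3 at 5 µM with at least 500 cells counted in the well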
MT stabilizer: microtubule stabilizers in HeLa cells | HeLa tubulin immunostaining HCS, 24 h; share of cells brighter than vehicle mean+2SD | 200,000 compounds, 0.83% hits | % tubulin-high responders, % at 10 µM;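 active = plate Z-score above 3 for both tubulin-high and condensed-nucleus cell shares, with cell loss under 80%, at 10 µM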;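 also: anti alpha tubulin signal scored within the nucleus-defined area of each cell; some results filed as inactive read as strong as hits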
Dynein cargo inh: dynein cargo transport inhibition. AID 1381. 220,000 compounds, 0.47% hits. z-score, hits read low. 3617.4 mouse cells, GR-EGFP nuclear translocation imaging; test concentration mostly 20 µM; stimulated with dexamethasone, 1 µM; hits give low values;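 active = plate z-score of nuclear minus cytoplasmic receptor signal below a set negative limit, without overly bright fluorescence or cell loss, cut at about -3.5 in these data, passing the limit was not always enough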;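 also: z-score of nuclear minus cytoplasmic ring GR-EGFP intensity difference per well; some compounds called inactive have numbers as strong as hits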
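Schedule: 48 h induction, then 1 h compound, then 30 min agonist, 37 °C. Buffer or medium: tetracycline-free induction medium containing charcoal-stripped FBS. Reagent: 1.0 µM final dexamethasone stimulus. Evaluation: nuclear versus cytoplasmic GR-EGFP signal, averaged per well. Signal: high-content fluorescence imaging after fixation.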
Yfh1-off respiration: mitochondrial function rescue without frataxin homolog – Friedreich's ataxia, plus single-dose screen, dose response (AID 1465). 220,000 compounds, 0.074% hits. fold induction at 50 µM; hits with a dose series show EC50 in µM. S. cerevisiae Yfh1-off respiration, WST-1 reduction, 72 h; higher fold induction means a stronger effect;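 active = fold induction of absorbance versus untreated yeast above a set limit, then at least 30% activation at any dose in follow-up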;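 also: activators that raise dye reduction in frataxin-depleted yeast; strong numbers were not always called active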
human PMI inhibition: inhibitors of human PMI, primary screen, biochemical, fluorescence intensity, coupled assay (AID 1209) | purified PMI enzyme, coupled fluorescence intensity; higher % means a stronger effect | one-dose inhibition, % at 20 µM; IC50 in µM for titrated hits | 190,000 compounds, 0.42% hits;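 also: plate controls were DMSO vehicle for no effect and wells lacking substrate for full effect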
PMI inhibition: human PMI inhibitors, high substrate, primary screen, biochemical, fluorescence intensity, high mannose 6-phosphate (AID 1220) | 190,000 compounds, 0.66% hits | inhibition, % at 20 µM, or IC50 in µM where a hit was titrated | recombinant PMI enzyme, coupled fluorescence intensity; higher % means a stronger effect
WT yeast gro inh mutant strain: further read-out of WT yeast gro inh, marked with its call; inhibition, %; mitochondrial fusion phenotypic screen, mutant strain inhibition
Dynein cargo inh cytoplasmic EGFP: further read-out of Dynein cargo inh, marked with its call; z-score; measured here: cytoplasmic GR-EGFP intensity; hits give high values
Dynein cargo inh nuclear GR-EGFP: recorded beside Dynein cargo inh, whose call it bears; z-score; measured here: nuclear GR-EGFP intensity;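 lower value marks the stronger effect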
Dynein cargo inh cell count: further read-out of Dynein cargo inh, marked with its call; z-score; measured here: cell count per field
Insulin prom up cell count: also measured in Insulin prom up; calls as there; cell count; measured here: cytotoxicity, nuclei count;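 total cells summed across four imaged fields per well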
b-catenin transl cell count 5 µM: also measured in b-catenin transl; calls as there; cell count; measured here: cell count, cytotoxicity flag
MT stabilizer Hoechst-high %: second read-out of MT stabilizer, no call of its own (marks repeat the call); % Hoechst-high responders; measured here: nuclear condensation Hoechst responders;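 share of cells brighter than vehicle mean plus two SD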
MT stabilizer cytotoxicity %: further read-out of MT stabilizer, marked with its call; toxicity, %; measured here: cytotoxicity by cell density;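 0% = mean cell density of plate MIN control wells and 100% = no cells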
Autophagy mod cell loss 18 h: further read-out of Autophagy mod, marked with its call; toxicity, %; measured here: cell loss, nuclei count;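 cell loss after 18 h compound exposure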
An asterisk follows results filed as active; i = inactive; · = not tested or not shown. Rule as the data show it, unless noted: active = inhibition above about 50%; inactive = the rest. Compounds were not picked by outcome (roughly 5% active in at least one column).

SMILES	Autophagy mod	Autophagy mod cell loss 18 h	b-catenin transl	b-catenin transl cell count 5 µM	WT yeast gro inh	WT yeast gro inh mutant strain	Insulin prom up	Insulin prom up cell count	MT stabilizer	MT stabilizer Hoechst-high %	MT stabilizer cytotoxicity %	Dynein cargo inh	Dynein cargo inh cytoplasmic EGFP	Dynein cargo inh nuclear GR-EGFP	Dynein cargo inh cell count	Yfh1-off respiration	human PMI inhibition	PMI inhibition
COc1cc2c(cc1OC)CN(C(=S)Nc1ccc(C)cc1C)CC2	i	6	-1.4	1051	7	-18	0.52	1432	3.3	4.3	8.7	1.5	-0.2	1.2	-1.4	i	15%	18%
N=C1/C(=C/c2cccs2)C(=O)N=C2SN=C(SCc3ccccc3)N12	i	1	0.3	1373	24	27	0.13	1638	1.8	1.3	0.2	1.4	-0.17	0.37	-1.1	i	6%	2%
O=S(=O)(CC(CN1CCOCC1)N1CCOCC1)c1ccccc1 (stereo unspecified)	i	21	0.3	1085	-6	-2	-0.52	1282	2.8	1.0	4.0	0.4	-0.28	0.52	-0.6	i	-5%	-6%
Cn1cc(CN2CCC(C(=O)N3CCCCC3)CC2)c(-c2ccccc2F)n1	i	-38	1.3	913	4	-2	0.43	1357	4.5	2.0	6.4	-0.81	-0.32	-0.2	0.89	i	8%	-1%
CCN(CC)C(=S)Nc1ccc(C(=O)OC)cc1	i	-10	-2.6	1010	5	9	-0.4	1401	4.8	0.9	8.1	0.92	-0.33	0.47	0.36	i	4%	5%
COc1ccc(CNC(=O)C2CCCN(S(=O)(=O)c3c(C)nn(C)c3C)C2)cc1 (stereo unspecified)	i	-5	·	·	-7	-9	-0.13	1076	1.0	4.0	8.1	-0.57	-0.28	-0.26	0.58	i	1%	4%
COc1cccc(/C=N/NC(=O)CSc2ccccc2C)c1O	i	44	1.7	533	7	19	-0.13	1270	3.8	2.6	12	0.18	-0.15	0.27	0.48	i	-7%	-20%
CCN1CCCC1CNC(=O)C(=O)Nc1ccccc1OC (stereo unspecified)	i	-3	1.1	1421	3	-5	0.02	1658	1.3	1.2	6.5	0.09	-0.2	0.034	0.27	i	-6%	-9%
CCCCCCCNc1cccc(C)c1	·	·	0.9	1272	·	·	-0.59	1091	·	·	·	-0.9	-0.29	0.31	0.64	i	·	·
CN1C(=O)C2(C(C#N)=C(N)Oc3c2oc(CO)cc3=O)c2ccccc21 (stereo unspecified)	i	-8	·	·	-3	-1	-1.3	1228	3.3	1.1	6.5	1.3	-0.24	0.54	-0.16	i	4%	6%
Cc1cc(C(=O)Nc2ccccc2)oc1C	i	6	0.9	1290	3	-12	-0.26	1523	3.3	1.9	6.7	0.84	-0.16	-0.11	-1.1	i	-5%	-5%
COCCn1c(C)cc(/C=C2/SC(=O)N(C(C)C(=O)OC)C2=O)c1C (stereo unspecified)	·	·	0.5	1297	·	·	-0.17	1135	·	·	·	-0.2	-0.22	0.37	-0.13	i	·	·
O=C(Nc1cccc(/C=C/c2nc3ccccc3c(=O)[nH]2)c1)c1ccccc1Cl	·	·	4.3	1090	·	·	-0.24	1318	·	·	·	0.74	-0.26	0.21	-0.1	i	·	·
O=C(N/N=C/c1ccc2c(c1)OCCO2)c1ccncc1	·	·	-0.5	1314	·	·	-0.6	1179	·	·	·	0.15	-0.26	-0.2	0.021	i	·	·
COc1ccc(-c2csc(NC(=O)C3CC(=O)N(Cc4ccco4)C3)n2)cc1 (stereo unspecified)	i	-8	-1.2	1096	-8	-9	-0.24	1591	4.6	2.2	7.6	-0.29	-0.092	-0.36	-0.3	i	6%	-2%
COC(=O)c1cc([N+](=O)[O-])c(-n2cncn2)c([N+](=O)[O-])c1	i	-11	-0.6	1527	-9	-4	0	1349	2.0	1.2	8.8	-4.6*	2.8*	-2.6*	0.19*	i	·	·
COc1ccc(/C=N/NC(=O)COc2cc(C)cc(C)c2)cc1COC(C)=O	i	0	·	·	5	18	0.17	1277	2.8	2.2	1.0	-0.2	-0.3	-0.33	-0.13	i	12%	6%
O=C(CCCN1C(=O)c2ccccc2C1=O)Nc1cccnc1	i	6	-0.8	1172	-16	1	0.24	1228	5.3	2.2	7.0	1.8	3.1	2.1	-2	i	-30%	-23%
CC1(C)Cc2c(sc3c2c(=N)n(Cc2ccco2)c(=O)n3CC(=O)Nc2cccc(Cl)c2)CO1	i	25	-4.3	1027	5	9	0.46	1213	11	0.9	7.0	-0.55	0.064	0.14	0.79	i	6%	13%
Cc1ccc(S(=O)(=O)N2CCCCC2)cc1NC(=O)COC(=O)c1c(F)cccc1F	i	-3	-1.3	1004	10	-3	0.24	1328	4.6	4.8	5.5	0.94	-0.45	1.6	-0.59	i	-12%	-9%
COc1ccc(-c2ccc(/C=C3/C(=N)N4C(C)=CSC4=NC3=O)o2)c([N+](=O)[O-])c1	i	5	0.8	928	-8	-35	·	·	2.1	3.9	6.7	0.3	-0.16	-0.23	-0.0054	i	20%	47%
Cc1cccc(-n2c(O)c(C=Nc3ccccc3O)c3ccccc3c2=O)n1	·	·	0.3	1385	·	·	-0.15	986	·	·	·	0.45	-0.28	0.18	0.66	i	·	·
CCc1ccc(N2CC(C(=O)Nc3cc(C)on3)CC2=O)cc1 (stereo unspecified)	i	-4	0.7	1040	-13	-15	-0.45	1346	2.0	1.6	6.5	-0.72	-0.35	-0.23	1.4	i	8%	4%
Cc1nn(C)cc1CN(C)C(=O)c1cc2nc(-c3ccco3)cc(C(F)(F)F)n2n1	i	43	-1.5	1218	-3	-6	0.19	1203	2.2	2.3	8.2	-0.53	-0.2	-0.096	0.3	i	-6%	-12%
Cc1nnc(N/N=C\c2ccc(-c3cccc(C(=O)O)c3)o2)n1N	i	-10	-0.9	1163	-9	-18	-0.64	1277	4.1	1.9	12	0.57	-0.39	-0.39	0.42	i	-19%	35%
Cc1ccc2c(c1)NC(=O)C(CC(=O)NCCN(C)C)O2 (stereo unspecified)	i	-1	·	·	-8	1	1.2	849	7.7	2.4	3.4	-0.23	-0.16	0.086	-0.021	i	-1%	0%
CC(=O)NC1(C(F)(F)F)N=C(c2ccccc2)NC1=O (stereo unspecified)	i	-6	-2.6	579	-22	-8	-0.14	1256	2.4	4.2	8.5	-0.027	-0.29	-0.27	-0.2	i	-13%	-9%
Cc1ccc(OCC(=O)c2cc(C)n(-c3ccccc3)c2C)c([N+](=O)[O-])n1	i	-21	-3.2	1091	8	-10	-0.08	1464	1.4	2.5	10	1.7	-0.21	0.62	-1.3	i	19%	21%
CN(Cc1ccon1)Cc1cn(C)nc1-c1ccc2c(c1)OCCO2	i	-11	1.7	1492	7	8	-0.54	1626	2.8	2.4	8.1	0.58	-0.25	0.59	-0.37	i	-9%	-12%
O=C(Nc1ccc2nc[nH]c2c1)c1ccco1	i	3	-0.4	808	-17	-1	-0.13	998	3.0	3.4	11	-1	-0.42	-0.69	1	i	-3%	-2%
N#CC(C(N)=O)=C1CCC2(CC1)OCCCCO2	i	-8	-3.2	1166	-9	5	0.04	903	5.9	2.4	6.4	-0.64	0.71	-0.085	0.2	i	10%	6%
CC(C)(C)C(=O)O/N=C(\N)COc1cccc(Cl)c1	·	·	0.8	1267	·	·	-0.47	1075	·	·	·	-0.43	-0.2	0.22	0.048	i	·	·
Cc1cc(NC(=O)CSc2ccc3nnc(-c4cccnc4)n3n2)no1	i	4	·	·	-14	-10	1.1	750	4.6	2.5	9.4	-0.35	-0.12	-0.16	0.14	i	0%	-6%
COc1cc(/C=N/NC(N)=O)cc([N+](=O)[O-])c1O	i	7	-3.5	1035	21	16	0.54	1591	3.4	1.1	3.8	1.4	-0.18	1.5	-1.8	i	15%	41%
CCC(CC)C(=O)Nc1cccc(/C(C)=N/NC(=O)c2c(Br)cnn2C)c1	i	14	-1.4	1432	40	3	0.96	1285	3.0	1.5	2.4	-0.72	-0.2	0.19	1.4	i	11%	2%
C/C(CCc1oc2ccc(Br)cc2c1-c1ccc(C)o1)=N/O	i	24	-0.6	543	53	-8	-0.38	1353	1.7	2.9	7.0	-0.99	-0.27	0.23	0.59	i	-4%	-2%
COCCN1C(=O)c2ccccc2C(C(=O)N2CCN(c3ccccn3)CC2)C1c1ccc(F)cc1 (stereo unspecified)	i	-7	-3.0	1205	5	0	-0.41	1141	3.3	2.2	8.7	2.5	-0.2	1.9	-1.8	i	6%	6%

4 entries picked at random from the list so far, as already listed:
SMILES	Autophagy mod	Autophagy mod cell loss 18 h	b-catenin transl	b-catenin transl cell count 5 µM	WT yeast gro inh	WT yeast gro inh mutant strain	Insulin prom up	Insulin prom up cell count	MT stabilizer	MT stabilizer Hoechst-high %	MT stabilizer cytotoxicity %	Dynein cargo inh	Dynein cargo inh cytoplasmic EGFP	Dynein cargo inh nuclear GR-EGFP	Dynein cargo inh cell count	Yfh1-off respiration	human PMI inhibition	PMI inhibition
COc1cc(/C=N/NC(N)=O)cc([N+](=O)[O-])c1O	i	7	-3.5	1035	21	16	0.54	1591	3.4	1.1	3.8	1.4	-0.18	1.5	-1.8	i	15%	41%
Cc1cc(NC(=O)CSc2ccc3nnc(-c4cccnc4)n3n2)no1	i	4	·	·	-14	-10	1.1	750	4.6	2.5	9.4	-0.35	-0.12	-0.16	0.14	i	0%	-6%
CCC(CC)C(=O)Nc1cccc(/C(C)=N/NC(=O)c2c(Br)cnn2C)c1	i	14	-1.4	1432	40	3	0.96	1285	3.0	1.5	2.4	-0.72	-0.2	0.19	1.4	i	11%	2%
CC(C)(C)C(=O)O/N=C(\N)COc1cccc(Cl)c1	·	·	0.8	1267	·	·	-0.47	1075	·	·	·	-0.43	-0.2	0.22	0.048	i	·	·
